RSV antiviral HEp-2: RSV antiviral activity via CPE protection, HEp-2 cells, primary 10 µM value included (AID 2391). HEp-2 cells, RSV-induced CPE inhibition; higher % means a stronger effect. CPE inhibition, % at 10 µM; hits with a dose series show IC50 in µM. 310,000 compounds, 0.13% hits; in the data active = a potency from the dose series; note: strong numbers were not always called active
NTR1 agonist: NTR1-driven beta-arrestin-GFP spot formation – imaging, U2OS cells, high content, primary screen (AID 493036) | 330,000 compounds, 0.17% hits | agonist mode | P30989 | activation, % at 20 µM;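 active = activation at or above 40% of the spot to cytoplasm intensity ratio, with at least 20 cells analyzed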;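 note: 0% = DMSO without peptide and 100% = 100 nM NTR1 peptide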
Target sequence (P30989 whole entry, looked up): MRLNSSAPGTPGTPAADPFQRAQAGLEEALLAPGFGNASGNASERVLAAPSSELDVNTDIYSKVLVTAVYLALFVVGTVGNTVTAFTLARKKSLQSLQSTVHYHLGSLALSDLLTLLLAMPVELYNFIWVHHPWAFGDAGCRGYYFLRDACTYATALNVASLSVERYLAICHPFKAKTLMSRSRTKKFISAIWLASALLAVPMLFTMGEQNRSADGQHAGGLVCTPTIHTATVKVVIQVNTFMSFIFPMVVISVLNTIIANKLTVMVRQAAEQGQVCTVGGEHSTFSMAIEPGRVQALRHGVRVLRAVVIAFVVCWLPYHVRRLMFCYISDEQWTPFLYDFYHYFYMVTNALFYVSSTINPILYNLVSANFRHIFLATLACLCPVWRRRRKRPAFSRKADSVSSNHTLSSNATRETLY
SV40 large T antigen: TAg ATPase/helicase activity blockers – biochemical (AID 1903). SV40 large T antigen ATPase/helicase inhibition assay; higher % means a stronger effect. inhibition, % at 20 µM; hits with a dose series show IC50 in µM. 310,000 compounds, 0.39% hits; in the data active = a potency from the dose series; note: strong numbers were not always called active
Dengue-2 NS5 capping: flavivirus cap methylation enzyme inhibition – biochemical, confirmation dose response, primary screen (AID 588689); inhibition, % at 25 µM, or IC50 in µM where a hit was titrated; 340,000 compounds, 0.3% hits; Dengue-2 NS5 methyltransferase capping enzyme assay, biochemical; higher % means a stronger effect; in the data active = a potency from the dose series
AID2073: inhibitors of Mint1-CaV2.2 protein interaction, biochemical, HTRF (AID 2073); inhibition, % at 20 µM, or IC50 in µM where a hit was titrated; HTRF protein-protein interaction, Mint1-CaV2.2; higher % means a stronger effect; 290,000 compounds, 0.19% hits; in the data active = inhibition mostly above about 51%, no sharp cut-off; note: some results filed as inactive read as strong as hits
MgcRacGAP inhibition: MgcRacGAP GTPase-activating activity inhibitors, confirmation, biochemical, ADP Hunter fluorescence; MgcRacGAP-stimulated Rac1 GTP hydrolysis, ADP Hunter fluorescence; higher % means a stronger effect; GST-tagged Rac1 F28L mutant substrate; inhibition, % at 30 µM; hits with a dose series show IC50 in µM; 340,000 compounds, 0.6% hits;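 active = first-screen hits whose inhibition reached a set limit at any dose in the follow-up dose series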;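 note: fluorescence reports GDP produced by GAP-driven GTP hydrolysis; strong numbers were not always called active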
West Nile antiviral: inhibition of WNV-induced cytopathic effect – cell-based, CPE readout (AID 1621). CPE inhibition, % at 10 µM; hits with a dose series show IC50 in µM. 290,000 compounds, 0.02% hits. West Nile virus-infected cells, CPE inhibition; higher % means a stronger effect; in the data active = a potency from the dose series; note: strong numbers were not always called active
Siah-1 displacement: Siah-1 peptide-binding antagonists, primary screen, biochemical, fluorescence polarization, rhodamine-plectin, uHTS (AID 1817); Siah-1 / rhodamine-plectin peptide fluorescence polarization; higher % means a stronger effect; one-dose displacement, % at 20 µM; IC50 in µM for titrated hits; 290,000 compounds, 0.02% hits;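 active = displacement of at least 50% at 20 µM, with a fluorescence ratio check between 0.3 and a set limit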;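 note: plate controls were Siah plus tracer with DMSO for no effect and tracer alone without Siah for full effect; strong numbers were not always called active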
K1F lysis inhibition: inhibition of K1F phage lysis, E. coli UTI89, bacterial capsule biogenesis inhibitors, alamar blue (AID 488966) | 340,000 compounds, 0.02% hits | E. coli UTI89 K1F phage lysis, alamar blue, 2 h; higher % means a stronger effect | inhibition, % at 100 µM; hits with a dose series show IC50 in µM;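 active = phage lysis inhibition, versus mean bacterial control, above a set limit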;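 note: capsule biogenesis inhibitors block K1F phage lysis so surviving cells raise fluorescence; higher fluorescence means more inhibition of phage lysis; actives were called in the ten point dose series up to 300 µM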
NTR1 agonist cell count 20 µM: recorded beside NTR1 agonist, whose call it bears; cell count; measured here: cell count, cytotoxicity flag
Dengue-2 NS5 capping pilot replicate: second read-out of Dengue-2 NS5 capping, no call of its own (marks repeat the call); inhibition, %; measured here: pilot screen replicate inhibition
* hit, by the source's call; . = no result given; [ ] = remark or other dose.

SMILES	RSV antiviral HEp-2	NTR1 agonist	NTR1 agonist cell count 20 µM	SV40 large T antigen	Dengue-2 NS5 capping	AID2073	MgcRacGAP inhibition	West Nile antiviral	Siah-1 displacement	K1F lysis inhibition	others
CCCC(C)c1nnc(NC(=O)CS(=O)(=O)Cc2ccccc2)s1 (stereo unspecified)	1.5%	2.7	63	11.6%	-4.8%	-23.9%	7.9%	0.3%	2.6%	-0.8%
CC(=O)N[C@@H](Cc1ccc(O)cc1)CN1C(N)=NC[C@@H]1CC(C)C	-0.3%	-0.1	93	16.4%	-11.2%	-5.5%	4.2%	-0.4%	-1.8%	0.3%
O=C(c1ccc(Cl)c(S(=O)(=O)N2CCCCC2)c1)N1CCCCC1	3.0%	0.1	67	9.7%	-1.3%	7.2%	11.3%	-0.8%	-0.3%	0.7%[50 µM]
Cc1cc([N+](=O)[O-])nn1CC(=O)N/N=C/c1ccccc1Br	.	-0.3	42	11.6%	0.0%	-14.7%	14.3%	0.3%	5.3%	0.1%
Cc1cc(Br)ccc1NC(=O)CNC(=O)c1ccc(-n2cncn2)c([N+](=O)[O-])c1	-1.1%	0.0	46	18.6%	-6.6%	.	5.1%	.	.	0.5%[50 µM]
CCCN(CC(=O)Nc1ccc(F)c(F)c1F)C(=O)c1ccc2c(=O)n3c(nc2c1)CCC3	-0.4%	-0.1	42	10.8%	-0.7%	.	1.9%	.	.	0.2%[50 µM]
COc1ccccc1CNC(=O)C1CCC(CNS(=O)(=O)c2ccc(C)cc2)CC1 (stereo unspecified)	0.1%	-1.0	40	1.4%	-0.7%	1.1%	11.6%	-2.1%	-2.7%	-1.4%[50 µM]
Cc1ccc(-c2nnc(SCC(=O)N3CCOCC3)nc2-c2ccc(C)cc2)cc1	0.7%	0.2	48	1.4%	0.0%	-25.6%	11.4%	-0.7%	-2.4%	-0.5%
Cc1nn(C)c(C(=O)NC(=S)Nc2ccccc2O)c1Cl	11.3%	1.6	68	12.3%	5.9%	4.3%	8.9%	0.3%	2.0%	0.8%[50 µM]
COc1ccc(S(=O)(=O)Nc2cc(C(=O)NCCC(C)C)ccc2N2CCOCC2)cc1	-0.6%	1.7	56	-0.2%	-3.2%	-0.6%	-3.4%	-0.5%	1.1%	5.0%
CCOC(=O)CCC(=O)N(CCN(C(=O)CCC(=O)OCC)c1ccccc1)c1ccccc1	1.6%	-2.3	64	8.1%	-5.2%	6.1%	3.9%	-0.9%	7.7%	2.7%
CC1CCN(S(=O)(=O)c2cn(CC(=O)N3CC(C)CC(C)C3)c(=O)c3ccccc23)CC1 (stereo unspecified)	3.0%	2.4	88	11.3%	-8.3%	4.7%	-0.9%	-0.2%	4.4%	0.8%
CCc1nnc(NC(=O)CSc2nnc3ncccn23)s1	1.8%	0.2	56	8.1%	-0.7%	1.7%	4.9%	0.9%	4.5%	2.8%
CCCCNC(=O)N(O)C1N(/N=C/c2ccccc2OC)C(=S)SC1(C)C (stereo unspecified)	0.5%	0.7	90	7.3%	-9.2%	-2.6%	.	-1.2%	1.6%	-0.2%
O=C(O)c1cccc(NS(=O)(=O)c2ccc(Cl)c(C(=O)O)c2)c1	1.6%	6.2	86	8.8%	3.9%	5.6%	9.7%	1.6%	0.0%	0.2%
CCCc1ccc(OCCNC(=O)CC)cc1	1.9%	3.7	46	-2.4%	-0.7%	-7.9%	-3.7%	0.0%	-3.3%	1.8%[50 µM]
O=c1[nH]c2ccccc2nc1C(Nc1ccccc1)c1ccccc1 (stereo unspecified)	-1.3%	7.8	69	6.5%	-7.6%	6.0%	7.8%	-0.2%	-0.2%	2.9%
O=C(NC1CCCCC1)c1ccc(OC2CCN(Cc3ccccn3)CC2)cc1	0.0%	-0.1	53	0.6%	-2.6%	-5.3%	10.1%	-0.4%	0.5%	0.1%
COc1cc2c(cc1OC)C(COc1ccc(F)cc1)NCC2 (stereo unspecified)	-0.6%	-1.1	66	7.4%	-7.0%	5.6%	-12.1%	0.2%	2.6%	0.2%
CC(=O)c1c(OC(=O)c2ccccc2)c2ccccc2n1C	-0.5%	-2.1	55	0.2%	-9.0%	-4.2%	2.0%	-0.2%	4.3%	0.6%
CCC(C)(C)C1CCc2[nH]nc(C(=O)N/N=C(\C)c3ccco3)c2C1 (stereo unspecified)	.	13.4	49	10.5%	-13.8%	-11.1%	-8.3%	-0.6%	0.7%	-1.5%
COc1ccc(C2(CNC(=O)c3ccccc3)CCOCC2)cc1	.	-1.3	39	9.1%	.	-1.0%	.	-0.1%	-10.5%	.
CC(=O)NCCC(=O)Nc1ccc(C)c(F)c1	1.4%	0.0	99	0.0%	0.0%	-1.7%	-1.2%	-0.6%	3.9%	0.6%
Cc1c(C)n(C)c2ccc(C(=O)NCCCN3CCCCC3C)cc12 (stereo unspecified)	0.6%	0.1	73	11.3%	-7.8%	7.6%	-12.8%	-0.1%	1.6%	0.8%
Cc1nnc(SCc2cnc(-c3ccc(C(C)C)cc3)s2)n1C	10.1%	2.7	89	5.5%	-4.8%	-0.4%	-4.2%	-0.9%	-1.2%	-0.3%
Cc1ccccc1NS(=O)(=O)c1cc2c(cc1C)N(C)CCO2	0.8%	-0.1	64	2.9%	0.7%	7.5%	13.2%	-1.0%	-9.2%	-0.8%
CCOC(=O)N1CCN(C(=O)C2CCN(Cc3cccc(OCc4ccccc4)c3)CC2)CC1	2.4%	0.1	46	4.9%	-6.9%	-8.6%	21.9%	-0.9%	-0.3%	-4.4%
O=C(/C=C/c1ncc(C(F)(F)F)cc1Cl)OCc1ccccc1	0.8%	7.3	60	3.1%	-5.7%	2.0%	5.4%	0.1%	-2.5%	-2.3%
CCC(C(=O)c1ccccc1)N(C(=O)c1ccccc1Cl)N1C(=O)C2C3C=CC(C3)C2C1=O (stereo unspecified)	0.1%	-0.8	57	17.4%	2.0%	-8.9%	2.3%	.	-3.0%	1.4%
COc1ccc2c(=O)c(C(=O)NCc3ccccc3)c[nH]c2c1	1.1%	2.6	46	0.5%	-9.8%	16.3%	10.9%	-0.6%	-1.9%	0.0%	Dengue-2 NS5 capping pilot replicate=1.8
COc1ccc(C2(C)NC(=O)N(CC(=O)NCc3ccccc3)C2=O)cc1OC (stereo unspecified)	-0.5%	1.5	51	-1.0%	0.0%	-6.6%	4.7%	0.1%	1.8%	0.5%
CCc1ccc(NC2=NCC(=O)N2c2ccc3c(c2)OCCO3)cc1	-0.1%	6.6	69	8.8%	-5.0%	-6.9%	-4.2%	0.1%	1.8%	5.1%
COc1ccc(NS(=O)(=O)c2ccc(O)c(C(=O)OCC(=O)NC(C)C3CC4CCC3C4)c2)cc1 (stereo unspecified)	-0.6%	2.5	48	3.4%	-3.7%	7.7%	-2.5%	0.1%	-6.7%	0.4%
O=C(O)/C=C/C(=O)N1CCN(c2ccc(F)cc2)CC1	0.7%	0.2	33	-5.5%	3.6%	-6.7%	-0.2%	-0.1%	3.1%	-2.8%
CCC(=O)Nc1ccc(Nc2nc(Cl)nc(Nc3ccc(NC(=O)CC)cc3)n2)cc1	-0.7%	-0.6	97	0.2%	-2.8%	12.8µM*	12.3%	-0.1%	-6.5%	0.1%
COc1cc(NC(=S)N2CCN(C(c3ccccc3)c3ccccc3)CC2)cc(OC)c1	0.3%	-1.3	67	13.3%	-5.6%	-14.7%	6.4%	-0.2%	3.5%	6.9%
CCn1c(SCC(=O)N2CCCCC2C)nc2c1c(=O)n(C)c(=O)n2C (stereo unspecified)	0.3%	-1.6	38	-3.4%	5.8%	9.0%	2.1%	-0.2%	-4.3%	-0.3%
Cc1nc(CNC(=O)CC2C(=O)NCCN2Cc2ccc(F)cc2)cs1 (stereo unspecified)	0.1%	1.3	60	9.7%	-3.2%	-3.4%	3.2%	-0.2%	-0.7%	-0.2%
CCN(CC)c1nc(Nc2ccccc2)nc(Oc2ccc(=O)n(C)n2)n1	6.6%	0.3	87	9.4%	-0.8%	12.1%	5.1%	0.5%	2.9%	0.3%
COC(=O)c1ccccc1S(=O)c1snnc1C (stereo unspecified)	1.9%	-1.1	44	7.2%	-2.2%	2.7%	2.9%	0.4%	-1.3%	0.0%
Cc1noc(C)c1S(=O)(=O)Nc1ccc(C(=O)N2CCN(c3ccc(Cl)cc3)CC2)cc1	5.5%	3.4	50	2.6%	4.8%	-4.0%	0.8%	.	-1.0%	2.2%
CCc1c(C(=O)N/N=C/c2ccc(C)o2)csc1C	3.4%	-1.6	76	3.1%	1.3%	-4.0%	6.5%	0.1%	3.5%	0.0%
CCOC(=O)c1ccc(Cl)c(S(=O)(=O)N2CCCC2)c1	0.0%	0.0	37	-19.5%	4.4%	-6.8%	1.1%	-0.3%	-0.9%	-0.1%
CNCC(O)c1ccc(O)c(O)c1 (stereo unspecified)	0.8%	5.3	69	8.9%	1.5%	.	-15.0%	.	.	7.5%
COC(=O)c1cc(N=Nc2sc(N)nc2C)cc(C(=O)OC)c1	3.0%	2.4	68	21.8%	2.9%	39.9%	-5.5%	-0.1%	3.8%	0.1%
CCCc1ccc(S(=O)(=O)N2CCN(C(C)C(=O)NCc3ccccc3)CC2)cc1 (stereo unspecified)	.	0.1	55	.	1.4%	.	8.9%	.	.	1.0%[50 µM]
Cc1cccc(CS(=O)(=O)Cc2ccc(C(=O)O)o2)c1	-0.4%	-1.2	57	2.0%	2.0%	2.7%	6.2%	0.1%	-1.2%	2.0%
COc1ccc(C(=O)Nc2cc3c(cc2C(=O)O)OCCCO3)c(OC)c1	2.4%	-0.2	48	9.1%	-6.6%	20.8%	2.9%	0.0%	12.1%	-0.2%
NC(=O)c1nn(Cc2ccccc2)c(=O)c2ccccc12	3.7%	1.5	39	6.9%	-8.3%	9.8%	3.2%	-0.5%	3.6%	0.2%
C=CCNC(=S)N/N=C/c1ccc(-c2cc(Cl)ccc2Cl)o1	6.2%	-0.1	54	4.9%	-5.9%	39.9%	9.4%	-0.2%	0.9%	1.6%
CCCCNc1c(-c2ccc(SC3CCCCC3)c(OC)c2)nc2ccc(C)cn12	.	6.5	80	.	-10.2%	.	2.1%	.	.	1.6%

Molecules listed so far with bromine:
SMILES	RSV antiviral HEp-2	NTR1 agonist	NTR1 agonist cell count 20 µM	SV40 large T antigen	Dengue-2 NS5 capping	AID2073	MgcRacGAP inhibition	West Nile antiviral	Siah-1 displacement	K1F lysis inhibition	others
Cc1cc([N+](=O)[O-])nn1CC(=O)N/N=C/c1ccccc1Br	.	-0.3	42	11.6%	0.0%	-14.7%	14.3%	0.3%	5.3%	0.1%
Cc1cc(Br)ccc1NC(=O)CNC(=O)c1ccc(-n2cncn2)c([N+](=O)[O-])c1	-1.1%	0.0	46	18.6%	-6.6%	.	5.1%	.	.	0.5%[50 µM]

Screening data from PubChem.
